Giardia killer: kills Giardia lamblia | Giardia lamblia trophozoite viability | activity change, % at 7.66 µM, hits read low | hit rate 0.15% among 340,000 | AID 540267; in the data active = activity change below about -80%; inconclusive = between about -30% and that limit;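 also: parasites exposed to compound for two days anaerobically before the ATP read; % is scaled to controls: 0 for no effect and ±100 for the full control effect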
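Each well holds 100 Giardia trophozoites and compound. After two days (48 hrs) at 37 deg C in anaerobic conditions, ATP is quantified by luminescence.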
Coupling enz: counter-screen for Giardia aldolase inhibitors: coupling enzyme system; coupling enzyme system counterscreen, AmpLite Red fluorescence; activity change, negative = inhibition, % at 58.2 µM, hits read low; hit rate 0.67% among 290,000; AID 2472; in the data active = activity change below about -30%; also: % is scaled to controls: 0 for no effect and ±100 for the full control effect
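Final compound at 57.5 uM, incubated 10 min at RT with coupling enzyme reagent (glyceraldehyde-3-phosphate), then 20 min with substrate and AmpLite Red detection. Fluorescence read at 525/598 nm; tests interference with the coupling assay, not aldolase inhibition.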
Rab9 promoter act: activates the Rab9 promoter; Huh7 Rab9 promoter-luciferase reporter, luminescence, 24 h; Potency, µM (doses to about 9.22 µM), without a hit: top-dose activation, negative = inhibition, hits mostly activators; hit rate 2.8% among 320,000; AID 485297; also: potency is read from the fitted curve at half-maximal effect; % of control where 0% means no effect; nearly all actives have a fitted effect of over 60% in size
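Luminescence read-out: Huh7 cells stably expressing Rab9-luciferase, treated 24 h with compound at 37 °C, then lysed with luciferase reagent for 10 min at ambient before reading.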
uPA surface inh: cell surface uPA generation inhibition. cell surface uPA generation assay, qHTS. Potency, µM (series often up to 38.3 µM), for inactives: at the top dose activity change, negative = inhibition, actives largely listed as inhibitors. hit rate 0.31% among 330,000; active = well fitted inhibition curve with a large enough effect; inconclusive = small, poorly fitted or top-dose-only effect; inactive = no such curve, though single readings can be large or run the other way; tested in mouse RAW 264.7 cells; also: potency is read from the fitted curve at half-maximal effect; % is scaled to controls: 0 for no effect and ±100 for the full control effect; nearly all actives have a fitted effect of over 55% in size
FLuc modulator: firefly luciferase modulation, counter-screen for miR-21 project. P08659. Potency, µM (series often up to 57.5 µM), for the others: top-dose activity change, negative = inhibition, most hits filed as inhibitors. hit rate 6.9% among 360,000. purified FLuc, Km substrates, luminescence inhibition;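 also: potency is read from the fitted curve at half-maximal effect; plate controls were vehicle for no effect and reference inhibitor for full effect; nearly all actives have a fitted effect of over 55% in size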
Target sequence (P08659 whole entry, looked up): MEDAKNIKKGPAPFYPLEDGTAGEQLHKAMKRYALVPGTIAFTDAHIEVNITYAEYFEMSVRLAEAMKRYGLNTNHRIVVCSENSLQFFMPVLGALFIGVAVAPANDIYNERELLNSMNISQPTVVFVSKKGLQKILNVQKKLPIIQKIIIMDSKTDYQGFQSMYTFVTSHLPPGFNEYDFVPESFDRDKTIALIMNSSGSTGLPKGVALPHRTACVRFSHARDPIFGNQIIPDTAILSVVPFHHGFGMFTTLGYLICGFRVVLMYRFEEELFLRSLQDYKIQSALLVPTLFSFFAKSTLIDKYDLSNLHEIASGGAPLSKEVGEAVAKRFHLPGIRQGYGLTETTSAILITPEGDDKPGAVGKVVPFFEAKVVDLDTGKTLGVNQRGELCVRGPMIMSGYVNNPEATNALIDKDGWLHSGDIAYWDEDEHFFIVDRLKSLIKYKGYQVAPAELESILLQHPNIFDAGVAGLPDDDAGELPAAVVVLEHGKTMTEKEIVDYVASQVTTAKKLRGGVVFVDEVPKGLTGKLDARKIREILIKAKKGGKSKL
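Purified P. pyralis luciferase, 10 nM final, with Km-level 10 uM D-luciferin and 10 uM ATP in 50 mM Tris acetate pH 7.5, 10 mM Mg acetate, 0.01% Tween-20, 0.05% BSA; 6-point qHTS titration about 60 µM downward; luminescence read.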
VP16 counter: Gal4-VP16 reporter inhibition counter-screen; Drosophila S2 Gal4-VP16 UAS-luciferase, luminescence, 20 h; Potency, µM (highest dose often 53.6 µM), for inactives: at the top dose activity, negative = inhibition, most hits filed as inhibitors; hit rate 3.5% among 310,000; AID 2546;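 also: Gal4-VP16 expression switched on by copper sulfate through the metallothionein promoter; potency is read from the fitted curve at half-maximal effect; % is scaled to controls: 0 for no effect and ±100 for the full control effect; nearly all actives have a fitted effect of over 50% in size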
ELG1 genotox: genotoxicity induction in ELG1-luciferase HEK293T cells; HEK293T ELG1-luciferase reporter, luminescence, 16 h; Potency, µM (highest dose often 46 µM), for inactives: at the highest dose activity change, positive = activation, hits mostly activators; hit rate 1.3% among 330,000; also: potency is read from the fitted curve at half-maximal effect; % of control where 0% means no effect; nearly all actives have a fitted effect of over 60% in size
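Quantitative HTS format in 1536-well plates. HEK293T ELG1-luciferase reporter cells receive test compound and are incubated 16 hr at 37 °C, 5% CO2; ONE-Glo added, 30 min room temperature, then luminescence read.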
RORg inh: ROR gamma (mouse) transcription inhibition; hit rate 5.4% among 310,000; AID 2551; Potency, µM (doses to about 53.6 µM), for inactives: at the highest dose activity change, negative = inhibition, hits mostly inhibitors; Drosophila S2 Gal4-RORgamma UAS-luciferase reporter, 20 h; also: potency is read from the fitted curve at half-maximal effect; % is scaled to controls: 0 for no effect and ±100 for the full control effect; nearly all actives have a fitted effect of over 60% in size
Target sequence (P51450 whole entry, looked up, the tested form may be a part): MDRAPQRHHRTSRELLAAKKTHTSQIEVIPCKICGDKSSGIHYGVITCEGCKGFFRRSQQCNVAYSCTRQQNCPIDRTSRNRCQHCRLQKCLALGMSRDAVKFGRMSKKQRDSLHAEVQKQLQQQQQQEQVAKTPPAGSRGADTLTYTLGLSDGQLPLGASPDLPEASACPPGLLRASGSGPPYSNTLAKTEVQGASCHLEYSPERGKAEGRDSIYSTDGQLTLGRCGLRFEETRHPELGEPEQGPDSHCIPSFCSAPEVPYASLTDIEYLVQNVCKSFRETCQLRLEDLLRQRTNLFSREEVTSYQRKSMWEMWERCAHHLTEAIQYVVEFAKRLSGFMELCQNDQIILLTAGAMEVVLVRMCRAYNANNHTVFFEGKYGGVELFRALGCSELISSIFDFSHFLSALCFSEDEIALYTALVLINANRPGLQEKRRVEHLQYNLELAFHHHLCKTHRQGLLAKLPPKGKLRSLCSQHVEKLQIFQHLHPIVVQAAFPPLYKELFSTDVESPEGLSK
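Drosophila S2 cells stably expressing Gal4-DBD/mouse RORγ fusion under metallothionein promoter plus UAS-luciferase; compound 1 h, then 700 uM CuSO4 induction for 20 h at ambient temperature; inhibition read as reduced luminescence.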
NPC1 prom act: activators of NPC1 promoter | Huh7 NPC1 promoter luciferase reporter, 24 h | Potency, µM (highest dose often 9.22 µM), for the others: top-dose activation, usual class: activators | hit rate 2.4% among 320,000;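 also: potency is read from the fitted curve at half-maximal effect; % of control where 0% means no effect; nearly all actives have a fitted effect of over 60% in size; reporter is driven by a mutant NPC1 promoter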
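Cells: Huh7 expressing luciferase under the NPC1 promoter, 1500/well. Seeded 2 h, compound added, incubated 24 h at 37 °C. Luciferase reagent, 10 min ambient, then luminescence.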
KCNH2 3.1 inh: KCNH2 3.1 (human) potassium channel inhibition | AID 720553 | U2OS KCNH2 3.1, thallium flux FluxOr; active compounds read low | hit rate 0.95% among 340,000 | activity change, % (tested at about 1.8 µM);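 active = maximum activity change below -70%; inconclusive = maximum activity change from -70% to -50%; inactive = maximum activity change above -50%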;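 also: thallium influx rate constant from kinetic fluorescence after stimulation buffer; % is scaled to controls: 0 for no effect and ±100 for the full control effect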
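FluxOr-based Tl+ influx in U2OS cells transduced with KCNH2 3.1 virus; rate constants normalized to DMSO controls.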
Tb PFK inh: blocks T. brucei phosphofructokinase; O15648; T. brucei PFK, ADP-Glo luminescence; Potency, µM (titrated, usually from 57.5 µM), without a hit: at the top dose activity, negative = inhibition, most hits filed as inhibitors; hit rate 0.17% among 330,000; AID 485367;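 also: potency is read from the fitted curve at half-maximal effect; 0% = uninhibited 1x PFK enzyme wells and -100% = no-enzyme wells; nearly all actives have a fitted effect of over 60% in size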
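1.25 nM PFK with 0.5 mM F6P and 0.1 mM ATP in 0.1 M TEA pH 8.0, 5 mM MgCl2, incubated 45 min at room temperature; ADP measured by ADP-Glo luminescence; compounds titrated up to 57 uM.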
Starred values were filed as active, the others as inactive; u = inconclusive; x = no result given; & = joins results of further samples; [ ] = dose if it differs, or a comment. Unless noted, calls follow the shape of the dose curve; as a rule, active = well fitted curve in the direction sought with a large enough effect; inconclusive = small, poorly fitted or top-dose-only effect, or another doubt; inactive = no such curve, though single readings can be large; an effect the other way counts as inactive or inconclusive.

The opening four records, ahead of the listing:
SMILES	Giardia killer	Coupling enz	Rab9 promoter act	uPA surface inh	FLuc modulator	VP16 counter	ELG1 genotox	RORg inh	NPC1 prom act	KCNH2 3.1 inh	Tb PFK inh
CC(C)(C)n1nc2c(c1NC(=O)c1ccccc1S(=O)(=O)C(F)F)CS(=O)(=O)C2	6	x	0%	-7%	0%	0%	-3%	-30%	0%	-14	0%
COc1ccc(CCNC(=O)c2n[nH]c3ccccc23)cc1	1	0	21%	0%	21µM*	3%	0%	41%	17%	1	5%
Cc1ccc(S(=O)(=O)Nc2ccccc2C(=O)Nc2sccc2C(=O)NN(C)C)cc1	-2	-5	-1%	12%	-3%	-9%	-1%	u	-2%	-23	-14%
Cc1nn(S(=O)(=O)c2cccc([N+](=O)[O-])c2)c(C)c1Br	-2	-1	-3%	-2%	1%	5%[10 µM]	0%	11%	-5%	-16	0%

The list itself, previewed entries included:
SMILES	Giardia killer	Coupling enz	Rab9 promoter act	uPA surface inh	FLuc modulator	VP16 counter	ELG1 genotox	RORg inh	NPC1 prom act	KCNH2 3.1 inh	Tb PFK inh
CC(C)(C)n1nc2c(c1NC(=O)c1ccccc1S(=O)(=O)C(F)F)CS(=O)(=O)C2	6	x	0%	-7%	0%	0%	-3%	-30%	0%	-14	0%
COc1ccc(CCNC(=O)c2n[nH]c3ccccc23)cc1	1	0	21%	0%	21µM*	3%	0%	41%	17%	1	5%
Cc1ccc(S(=O)(=O)Nc2ccccc2C(=O)Nc2sccc2C(=O)NN(C)C)cc1	-2	-5	-1%	12%	-3%	-9%	-1%	u	-2%	-23	-14%
Cc1nn(S(=O)(=O)c2cccc([N+](=O)[O-])c2)c(C)c1Br	-2	-1	-3%	-2%	1%	5%[10 µM]	0%	11%	-5%	-16	0%
COC(=O)CCCC1=CC2=C(c3ccccc3)C(=O)C(C)(OC(=O)C3CCCC3)C(=O)C2=CN1C1CC1 (stereo not given)	-23	-15&-21	-5%	-5%	0%	2%	4%	15%	-1%	13	3%
COc1cccc(C(=O)N(CN2CCCC2=O)c2cc(C)on2)c1	-6	0	-1%	0%	0%	-6%	0%	-2%	-1%	u	-3%
COc1ccc(Cl)cc1N(CC(=O)N1CCC(C)CC1)S(C)(=O)=O	-3	2	3%	3%	-11%	-7%	-1%	6%	-7%	-11	0%
CC1CCN(Cc2ccc(NC(=O)C3CCN(c4nnc(-n5cccc5)s4)CC3)cc2)CC1	u	1	-10%	u	0%	-3%	u	-5%	-1%	2	-4%
NC(=O)c1ccccc1NC(=O)NC1CCCCC1	-3	-3	13%	-3%	u	-3%	-3%	17%	1%	-71*	-7%
Cc1cc2ccccc2n1CCNC(=O)C1CC1	13	-2	8%	-24%	0%	-1%	-2%	-17%	10%	1	0%
C/C(=N\NC(=O)c1sccc1-n1cccc1)c1cccs1	-8	-1	2%	-4%	-8%	u	8%	u	8%	15	2%
COCC(=O)Nc1cc(C(=O)NCCc2ccccc2)ccc1Cl	-3	3	2µM*	-5%	u	-15%	u	-33%	1.8µM*	-3	0%
CS(=O)(=O)c1ccccc1-c1nnc(NC(=O)COc2ccc(Cl)cc2)o1	-15	x	-4%	1%	-10%	x	-2%	x	1%	-4	0%
COC(=O)c1c(-c2ccc(OC)cc2)oc2ccccc12	-10	-3	5%	-4%	-2%	-9%	0%	18%	3%	12	-1%
O=[N+]([O-])c1ccc(Oc2ccc(F)cc2Br)c2ccncc12	u	-7	4%	-8%	-19%	1%	0%	-17%	1%	3	-4%
CCCCN(CC)CCCNC(=O)c1ccc2c(c1)N(CC)C(=O)c1ccccc1S2(=O)=O	11	3	-14%	-3%	-2%	3%	0%	7%	-4%	-29	22%
Cc1noc(C)c1CSCC(=O)Nc1ccccc1N1CCCCC1	x	x	-4%	x	4%	x	-2%	x	-2%	x	0%
Cc1nn(CC(=O)Nc2ccc3c(c2)nc(CN2CCCC2)n3C)c(=O)c2ccccc12	-16	-2	u	9%	1%	-6%	-16%	-8%	1%	2	-1%
COc1ccc(NC(=O)N/C=C/c2ccccc2)cc1	-12	1	3.5µM*	-4%	u	3%	u	2%	2µM*	u	-12%
CC1CC2=C(NC(=S)NC2c2ccccc2F)/C(=C/c2ccccc2F)C1 (stereo not given)	3	0	0%	4%	1%	6.3µM*	-4%	2.8µM*	-4%	8	3%
Nc1nc(SCC(=O)Nc2ccc(F)cc2)[nH]c(=O)c1NC(=O)c1ccc(F)c(F)c1	-5	x	-1%	5%	1%	0%	9%	-13%	0%	x	3%
N=C1C(=O)OCC1c1ccccc1NC(=O)CN1CCCCC1 (stereo not given)	-30	2	-5%	3%	-1%	0%	0%	2%	-6%	12	-5%
O=C(C1CC1)N1CCN(S(=O)(=O)c2ccc3c(c2)OCCO3)CC1	7	1	1%	-1%	0%	-2%	-5%	-23%	-2%	11	4%
CCOC(=O)c1sc2ncn(/N=C/c3cccnc3)c(=O)c2c1C	-7	3	9%	-3%	-8%	-5%	-2%	-1%	3%	-2	-1%
CCn1nc(NS(=O)(=O)c2ccccc2)c2cc3cc(C)ccc3nc21	-6	x	0%	-16%	15µM*	0%	8%	29%	0%	0	-2%
Cc1nn(C)c(C(=O)NC2C3CC4CC(C3)CC2C4)c1Cl (stereo not given)	-7	2	-2%	1%	3%	5%	1%	7%	-3%	1	-5%
CC1C[C@@]2(NC(=O)NC2=O)C(C)CN1C (stereo not given in full)	4	1	-1%	4%	3%	-7%	1%	-14%	-1%	15	-2%
Clc1cc(-c2ccc(/C=N/n3cnnc3)o2)ccc1Br	9	0	-3%	1%	-3%	-2%	-5%	6%	-2%	2	2%
CCCCCc1c(O)nc(SCCN(C)C)[nH]c1=O	-8	0	-1%	-5%	-1%	-8%	3%	8%	1%	22	1%
COc1cc(OC)cc(C(=O)Nc2ccccc2N2CCOCC2)c1	-2	2	4%	x	2%	-5%	0%	1%	-1%	-19	-3%
COc1ccccc1OCc1ccc(C(=O)N(C)c2ccccc2)o1	u	5	-4%	17%	0%	21%	-2%	u	-2%	-9	7%
O=C(N[C@@H]1C/C=C\C[C@@H](CC(=O)N(CCO)Cc2ccccc2)C(=O)N[C@@H](c2ccccc2)COC1=O)OCC1c2ccccc2-c2ccccc21	-9	x	x	u	x	x	-2%	x	x	-3	8%
CCSc1nnc(NC(=O)c2ccc(F)c(S(=O)(=O)N3CCOCC3)c2)s1	-25	x	8%	-1%	-7%	x	-5%	x	6%	1	0%
COc1c2occc2c(OC(C)=O)c2c(=O)cc(C)oc12	-21	1	-2%	-13%	1%	7%	-13%	3%	3%	2	-9%
Cc1ccc(CCNC(=O)CC2Oc3ccc(C)cc3NC2=O)cc1 (stereo not given)	-2	3	-1%	7%	1%	-8%	7%	5%	1%	7	-5%
CN(C)c1ccc(CN(C(=O)/C=C/c2ccccc2Cl)C2CCS(=O)(=O)C2)cc1 (stereo not given)	13	-2	1%	-3%	u	-25%	-2%	u	-2%	22	0%

3 entries from above, in CSV form:
Structure,Giardia killer,Coupling enz,Rab9 promoter act,uPA surface inh,FLuc modulator,VP16 counter,ELG1 genotox,RORg inh,NPC1 prom act,KCNH2 3.1 inh,Tb PFK inh
Clc1cc(-c2ccc(/C=N/n3cnnc3)o2)ccc1Br,9,0,-3%,1%,-3%,-2%,-5%,6%,-2%,2,2%
Cc1nn(C)c(C(=O)NC2C3CC4CC(C3)CC2C4)c1Cl (stereo not given),-7,2,-2%,1%,3%,5%,1%,7%,-3%,1,-5%
CCCCCc1c(O)nc(SCCN(C)C)[nH]c1=O,-8,0,-1%,-5%,-1%,-8%,3%,8%,1%,22,1%

New compounds follow
SMILES	Giardia killer	Coupling enz	Rab9 promoter act	uPA surface inh	FLuc modulator	VP16 counter	ELG1 genotox	RORg inh	NPC1 prom act	KCNH2 3.1 inh	Tb PFK inh
COc1ccc(NC(=S)NCC(c2ccco2)N2CCCC2)cc1 (stereo not given)	4	4	-5%	5%	2%	-6%	u	u	-3%	-2	0%
C#CC(=O)N(c1cccc(OC)c1)C(C(=O)NC1CCCC1)c1cccs1 (stereo not given)	3	1	-53%[inhibitor]	u	0%	5µM*	6%	1.6µM*	-49%[inhibitor]	0	2%
O=C(CN(C(=O)C1CSC(=O)C1)c1cccc(F)c1)NC1CCCC1 (stereo not given)	-7	0	-1%	7%	3%	6%	-1%	-24%	1%	0	-1%
CS(=O)(=O)N(CC(=O)NC1CCCC1)C1CCCCC1	-3	1	10%	2%	1%	-4%	1%	-17%	-1%	8	-1%
